BL2 CD40 inh: inhibitors of CD40-induced NF-kB signaling, primary screen, BL2 cells, luciferase reporter, single point; inhibition, % at 10 µM; actives 0.94% (n = 83,000); CD40L-induced, 4 h; AID 1053188, 2014;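 active means mean inhibition of at least 50% with a set share of replicates also reaching that level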;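 further: 0% = neutral control wells and 100% = IKK inhibitor VII at 50 µM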
* = called active by the depositor; [ ] = remark or other dose.

smiles,BL2 CD40 inh
COC(=O)c1cc(-c2ccc(C)o2)nc2ccccc12,-37
CC(NC(=O)Cc1ccc(S(=O)(=O)N2CCOCC2)s1)c1ccc(Br)cc1 (stereo unspecified),9
O=C(N/C(=C\c1ccc(Cl)cc1)C(=O)N1CCOCC1)c1ccc([N+](=O)[O-])cc1,2
O=C(COC(=O)Cc1c[nH]c2ccccc12)Nc1ccc(Cl)cc1,4
CC=Cc1ccc2n(c1=O)C[C@H]1[C@H](CO)[C@@H](C(=O)NC3CCC3)[C@@H]2N1Cc1ccncc1 (mixture of isomers),-4
O=C(N/N=C/C1CCCCC1)c1ccccn1,-42
CCOC(=O)c1cn2nc(Oc3ccc(C#N)cc3)ccc2n1,-35
COC(=O)C[C@@H]1C[C@@H]2c3cc(NS(C)(=O)=O)ccc3O[C@@H]2[C@@H](CO)O1,6[25 µM]
C[C@@H]1CN([C@H](C)CO)C(=O)c2cc(N(C)C)ccc2O[C@@H](C)CCCCO[C@@H]1CN(C)S(=O)(=O)c1ccc(F)cc1,-10[25 µM]
CCS(=O)(=O)N1CC2(CN(C)[C@@H](CO)c3c2c2ccc(OC)cc2n3C)C1,-6[25 µM]
CCN(CC)CCCNC(=O)C1CCN(c2ncnc3c2sc2cccc(F)c23)CC1,-3
COc1ccc(/C=C(/NC(=O)c2ccc([N+](=O)[O-])cc2)C(=O)NCCCN(C)C)cc1,-3
Cc1ccc(Cn2nc3c(cc2=O)CCc2ccccc2-3)cc1,3
Cc1[nH]c2ccccc2c1C1=CC(=O)C=CC1=O,91*
C[C@H](C(=O)N(C)C[C@@H]1OCc2ccccc2-c2ccccc2C(=O)N([C@@H](C)CO)C[C@@H]1C)c1ccccc1,-4
CN(Cc1ccccc1)c1oc(-c2ccco2)nc1C#N,-4
Cc1cccc(OCC(=O)Nc2ccc(C(=O)NCC(C)C)cc2)c1,0
CC(C)C(=O)Nc1nc(-c2ccc([N+](=O)[O-])cc2)cs1,-64
COc1ccc(S(=O)(=O)N2CCCCCC2)cc1C(=O)N1CCN(c2ccccc2O)CC1,-1
COc1ccc(Br)c(C(=O)N(C)CC(=O)Nc2ccc(N3CCOCC3)cc2)c1,1
O=C(CN1CCCN(Cc2ccc(F)cc2)S1(=O)=O)NC1CCCC1,-1
COCC(=O)N1[C@H](C#N)[C@H](c2ccc(C#CCC3CCCC3)cc2)[C@@H]1CO,-23[25 µM]
CCCN(Cc1nnc(-c2ccccc2Cl)o1)C(=O)c1oc2ccccc2c1C,-6
O=C(c1ccccc1F)N1CC[C@@H]2[C@H](CO)Nc3ccc(-c4ccccc4)cc3[C@@H]21,-45
Cc1ccccc1CS(=O)(=O)Cc1ccc(C(=O)NCC2CCCO2)o1 (stereo unspecified),31
C[C@@H]1CN([C@@H](C)CO)C(=O)c2ccccc2-c2ccccc2CO[C@@H]1CN(C)Cc1ccc(C(F)(F)F)cc1,3
CCc1cc2cc(C(=O)Nc3ccccc3F)sc2s1,-105
Cc1cc(C(=O)NCc2cc(C)n(C)n2)sc1-c1ccccc1,-11
Cc1c2ccncc2cc2c1[nH]c1ccccc12,-2
COc1ccccc1NC(=O)Nc1nc(CC(=O)Nc2ccc(N(C)C)cc2)cs1,-64

(next part)
smiles,BL2 CD40 inh
Cc1ccc(NC(=O)CSCC(=O)NNC(=O)c2ccoc2C)cc1,-1
COc1ccc2oc(C(=O)Nc3nc(C)cs3)c(C)c2c1,-3
COc1c(N)c2c(c([N+](=O)[O-])c1OC)C(=O)OC2,11
CCS(=O)(=O)Nc1ccc2c(c1)C(=O)N(C)[C@H]1CC[C@@H](CC(=O)N[C@H]3CCN(Cc4ccccc4)C3)O[C@@H]1CO2,-6[25 µM]
CCC(C)C(=O)Nc1nc2c(s1)C(=O)CC(C)(C)C2 (stereo unspecified),-21
O=C(Nc1cc(Cl)ccc1N1CCOCC1)c1ccc(=O)[nH]c1,6
CC(C)(C)CN1CCNC(=O)C1CC(=O)N1CCC(C(=O)N2CCOCC2)CC1 (stereo unspecified),8
C=CCn1c(O)c2ccc(C(=O)N=NC(=O)COc3ccccc3F)cc2c1O,9
COCCn1cnc2c(c1=O)c1nc3ccccc3nc1n2/N=C/c1ccco1,-11
COc1cc(C(=O)NCCCNc2nc3c(C)cc(C)cc3cc2C#N)cc(OC)c1OC,8
CC1(C)Cc2ccccc2C(=NCC(=O)O)N1,2
CN(C)Cc1c[nH]c2nc[nH]c(=O)c12,6
C(=NN1CCCCCC1)c1ccc2ccccc2n1,77*
COc1ccccc1-c1nc(C#N)c(N2CCN(Cc3ccccc3)CC2)o1,-19
COc1cccc(NC(=O)C[C@@H]2CC[C@@H]3[C@@H](COc4ccc(NS(=O)(=O)c5cccc(F)c5)cc4C(=O)N3C)O2)c1,-2[25 µM]
COc1cccc(NC(=O)N[C@@H]2CC[C@@H](CC(=O)N3CCN(C)CC3)O[C@@H]2CO)c1,3[25 µM]
Oc1ccccc1C1=NC(c2ccccc2)NC(c2ccccc2)C1 (stereo unspecified),-49
O=S(=O)(/C=C/c1ccccc1)N1CCN(Cc2ccc3c(c2)OCO3)CC1,0
CCc1ccc(C2=NN(CCC(=O)NCc3cccs3)C(=O)CC2)cc1,3
CCOC(=O)C1CCCN(C(=O)CN2C(=O)NC(C)(c3ccc4ccccc4c3)C2=O)C1 (stereo unspecified),3
Cc1noc(C)c1COc1ccccc1C(=O)NNC(=O)c1ccc(F)cc1,5
CNC[C@H](O)c1cccc(O)c1,0
C[C@@H]1CC(=O)NCC/C=C\C[C@H](c2cccc(Cl)c2)NC1=O,-9[25 µM]
O=C(OCC(=O)N1CCc2ccccc2C1)c1cccs1,-90
CC(C)[C@H](N)C(=O)N[C@H]1CCC2C3CC=C4C[C@@H](O)CC[C@]4(C)C3CC[C@@]21C (stereo partly specified),71*
CO[C@H](CN(C)S(=O)(=O)c1cccc(Cl)c1)[C@H](C)CN(C(=O)Nc1ccccc1F)[C@H](C)CO,-2[25 µM]
O=C(NCc1ccccc1)NC12CC3CC(CC(C3)C1)C2,13
CSc1cccc(N2CC(C(=O)NCCC3=CCCCC3)CC2=O)c1 (stereo unspecified),2
CC(C)C(NC(=O)c1ccc(Cl)cc1Cl)C(=O)NCCc1ccccn1 (stereo unspecified),4
COc1ccc(C2=NOC(C(=O)NCc3cccs3)C2)cc1 (stereo unspecified),-60

More records follow:
smiles,BL2 CD40 inh
O=C(Cn1nnc(-c2cccs2)n1)N1CCc2ccccc2C1,-17
COc1ccc(S(=O)(=O)Nc2ccc3c(c2)N(C(C)=O)CCC3)cc1,15
O=C(O)c1cc(S(=O)(=O)Nc2cc(Cl)ccc2Oc2ccccc2)ccc1O,2
O=C(Cc1cccs1)Nc1ccc(-c2nc3ccccc3[nH]2)cc1,-100
O=C(COc1ccc(Cl)cc1)NCC(=O)N/N=C/c1cccs1,-1
CC(C)NC(=O)Nc1ccc2c(c1)C(=O)N([C@@H](C)CO)C[C@@H](C)[C@H](CN(C)C(=O)C1CCCCC1)OCCCC[C@H](C)O2,-7[25 µM]
COc1ccc(CNC(N)=O)cc1,6
Cc1ccc(S(=O)(=O)NC(=O)c2cc(C)n(CC(c3ccccc3)N(C)C)c2C)cc1 (stereo unspecified),0
C=CCSc1nnc(CCc2ccccc2)n1N,-6
C[C@@H]1CN([C@H](C)CO)C(=O)c2cccc(NC(=O)c3nc4ccccc4s3)c2O[C@@H]1CN(C)Cc1ccc(C(F)(F)F)cc1,-1[25 µM]
COc1cccc(NC(=O)CN2C(=O)NC(CCc3ccccc3)C2=O)c1 (stereo unspecified),15
CC(OC(=O)Cn1cnc2c1c(=O)n(C)c(=O)n2C)C(=O)NC(C)c1ccc(Cl)cc1Cl (stereo unspecified),11
CC1CN(C(=O)CCn2c(=O)oc3ccccc32)CC(C)O1 (stereo unspecified),0
COC(=O)C[C@@H]1CC[C@H]2[C@@H](COC[C@@H](O)CN2S(=O)(=O)c2ccccc2OC)O1,-1[25 µM]
FC(F)(F)c1cc(-c2ccco2)nc(NCc2cccs2)n1,2
Cn1c(C(=O)NCc2cccnc2)cc2sccc21,1
C[C@H]1CN([C@@H](C)CO)C(=O)CCCn2cc(nn2)CO[C@@H]1CN(C)S(C)(=O)=O,2[25 µM]
COc1cc2c(cc1OC)C(=O)CCC2,1
C[C@@H]1CN([C@@H](C)CO)C(=O)c2cccc(NS(=O)(=O)c3cn(C)cn3)c2O[C@H]1CN(C)Cc1ccc(Oc2ccccc2)cc1,3[25 µM]
CCc1ccc(C(=O)C(C)OC(=O)CNS(=O)(=O)c2ccc(C)cc2)cc1 (stereo unspecified),-3
CNC[C@H]1Oc2ccc(N(C)C)cc2C(=O)N([C@@H](C)CO)C[C@H]1C,-3[25 µM]
COc1ccc(OCC#CCNC(C)(C)C)cc1,17
COc1cccc(-c2ccc([C@H]3[C@@H](C#N)N(C(=O)Cc4ccncc4)[C@@H]3CO)cc2)c1,-29[25 µM]
C[C@@H]1CN([C@H](C)CO)S(=O)(=O)c2ccc(-c3ccc(F)cc3)cc2O[C@H]1CN(C)Cc1ccccc1C(=O)O,-9[25 µM]
O=C(COC(=O)CNC(=O)c1ccccc1F)NCCNC(=O)COC(=O)CNC(=O)c1ccccc1F,2
C[C@@H]1CN([C@@H](C)CO)C(=O)c2c(c3ccccc3n2C)-c2ccccc2CO[C@@H]1CN(C)S(=O)(=O)c1ccc([N+](=O)[O-])cc1,31[25 µM]
CC(C)(C)C(=O)c1cn(CC(=O)O)c2ccccc12,18
CC(C)CSCC1OC(n2cnc3c(N)nccc32)C(O)C1O (stereo unspecified),15
Cc1oc(-c2cccc(F)c2)nc1CN1CCCCC1CCc1ccccn1 (stereo unspecified),1
Cc1ccc(NC(=O)CN(C(=O)N2CCN(C)CC2)S(=O)(=O)c2ccc(C)cc2)cc1,5

Another view of 4 compounds above:
> O=C(COc1ccc(Cl)cc1)NCC(=O)N/N=C/c1cccs1
  BL2 CD40 inh: -1
> CC(C)NC(=O)Nc1ccc2c(c1)C(=O)N([C@@H](C)CO)C[C@@H](C)[C@H](CN(C)C(=O)C1CCCCC1)OCCCC[C@H](C)O2
  BL2 CD40 inh: -7[25 µM]
> COc1ccc(CNC(N)=O)cc1
  BL2 CD40 inh: 6
> Cc1ccc(S(=O)(=O)NC(=O)c2cc(C)n(CC(c3ccccc3)N(C)C)c2C)cc1 (stereo unspecified)
  BL2 CD40 inh: 0

Looked up one by one from the entries so far (six):
smiles,BL2 CD40 inh
C=CCn1c(O)c2ccc(C(=O)N=NC(=O)COc3ccccc3F)cc2c1O,9
COc1cc(C(=O)NCCCNc2nc3c(C)cc(C)cc3cc2C#N)cc(OC)c1OC,8
C[C@@H]1CN([C@H](C)CO)C(=O)c2cc(N(C)C)ccc2O[C@@H](C)CCCCO[C@@H]1CN(C)S(=O)(=O)c1ccc(F)cc1,-10[25 µM]
CNC[C@H]1Oc2ccc(N(C)C)cc2C(=O)N([C@@H](C)CO)C[C@H]1C,-3[25 µM]
CC(NC(=O)Cc1ccc(S(=O)(=O)N2CCOCC2)s1)c1ccc(Br)cc1 (stereo unspecified),9
O=C(COC(=O)CNC(=O)c1ccccc1F)NCCNC(=O)COC(=O)CNC(=O)c1ccccc1F,2

(listing goes on)
smiles,BL2 CD40 inh
O=C(Nc1ccc(F)cc1)N1CCCCN2[C@H](CO)[C@@H](c3ccc(-c4cccc(F)c4)cc3)[C@@H]2C1,-3[25 µM]
CCOC(=O)C1CCN(C(=O)Nc2ccc(OCc3ccccc3)cc2)CC1,0
CC(C)(C)N(Cc1ccccc1)C(=O)COC(=O)c1ccc(N2CCCC2=O)cc1,2
O=C(COc1cccc(-n2cnnn2)c1)NCCC1=CCCCC1,4
CC1CCN(CCOCCOc2ccccc2Br)CC1,3
O=C1OC(c2ccccc2)(c2ccccc2)c2ccsc21,5
O=S(=O)(NC1CCCC1)c1ccc(Br)s1,11
CO[C@H]1CC[C@H]2CCOc3ccc(C#N)cc3C(=O)N(C)C[C@@H](c3ccccc3)CC(=O)N(C)C[C@H]1O2,9[25 µM]
Cc1cc(=O)n2cn[nH]c2n1,7
COc1ccc(CCc2nnc(CCC(=O)N(C)Cc3ccnc4ccccc34)o2)cc1,-34
Cc1cc(C(=O)COC(=O)C2=NNC(=O)CC2)c(C)n1-c1ccccc1,23
CCOC(=O)C1=C(COC(=O)COc2ccccc2OCC)NC(=O)NC1C (stereo unspecified),7
O=S(=O)(NCc1ccc2c(c1)OCO2)c1ccc(Cl)s1,5
CCN(Cc1nc(-c2cccc(Cl)c2)no1)CC1CCCO1 (stereo unspecified),-9
O=C(CCc1ccccc1)NCCc1nc2ccccc2[nH]1,13
COc1ccc(Cl)cc1NC(=O)CN(C)C(=O)c1cc2ccccc2cc1O,-3
CN(C(=O)CN1C(=O)c2ccccc2S1(=O)=O)C1CCCCC1,13
COCC(=O)N1CC2(C1)CN(Cc1ccccc1F)[C@H](CO)c1[nH]c3cc(OC)ccc3c12,8[25 µM]
c1cncc(-c2nc(-c3cccs3)cs2)c1,-41
COc1ccc2c(c1)CCCC21NC(=O)N(CC(=O)NCc2cccs2)C1=O (stereo unspecified),-5
CCCNC(=O)N1[C@H](CO)[C@H](c2ccc(-c3cccnc3)cc2)[C@@H]1C#N,32[25 µM]
O=C(CCn1c(=O)oc2ccccc21)NC1=NCCS1,13
COc1ccc(-c2cc(C(=O)N3CCN(C(=O)c4ccco4)CC3)[nH]n2)cc1,-20

Given as labelled records: entries from further up
Compound: CC(C)(C)N(Cc1ccccc1)C(=O)COC(=O)c1ccc(N2CCCC2=O)cc1
  BL2 CD40 inh = 2
Compound: O=C(COc1cccc(-n2cnnn2)c1)NCCC1=CCCCC1
  BL2 CD40 inh = 4
Compound: CC1CCN(CCOCCOc2ccccc2Br)CC1
  BL2 CD40 inh = 3

A portion of the library, so the mix of outcomes need not match the whole.
